Screening results: PubChem, National Center for Advancing Translational Sciences (NCATS)
Tau fluor cs = counter-screen for tau fibril formation inhibitors | actives 0.93% (n = 280,000) | tau K18 P301L Alexa594 fluorescence, heparin fibrillization | Potency, µM (doses to about 57.7 µM), inactives show top-dose activity change, negative = decrease; also: nearly all actives have a fitted effect of over 55% in size
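Human tau K18 P301L (15 uM unlabeled, 0.24 uM Alexa 594-labeled) in 100 mM sodium acetate pH 7 with 20 uM heparin, 6 hr at 37 C. ThT 30 uM added, 1 hr ambient; Alexa 594 FP and total fluorescence read at 555/632 nm.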
L3MBTL1 block = blocks human L3MBTL1; Q9Y468; AlphaScreen L3MBTL1–H3K9me1 peptide binding; Potency, µM (highest dose often 57.1 µM), for the others: at the top dose activity, negative = inhibition, most hits filed as inhibitors; actives 0.66% (n = 230,000); also: nearly all actives have a fitted effect of over 60% in size
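L3MBTL1 (50 nM) pre-complexed 30 min with biotinylated H3(1-15)K9me1 peptide (75 nM), then compounds added for 30 min at room temperature; AlphaScreen streptavidin donor/nickel chelate acceptor beads (10 ug/mL final) read after 30 min dark incubation.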
ALDH1A1 block = ALDH1A1 (human) enzyme inhibition. actives 7.3% (n = 220,000). Purified ALDH1A1, NADH fluorescence, propionaldehyde substrate. Potency, µM (top dose mostly 75.3 µM), without a hit: at the top dose activity, negative = inhibition, actives largely listed as inhibitors. AID 1030; active = well fitted inhibition curve with a large enough effect, not every such curve was filed as active; inconclusive = small, poorly fitted or top-dose-only effect, or another doubt; inactive = no such curve, though single readings can be large or run the other way;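 also: plate controls were no enzyme wells and a reference inhibitor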
Target sequence (P00352 whole entry, looked up): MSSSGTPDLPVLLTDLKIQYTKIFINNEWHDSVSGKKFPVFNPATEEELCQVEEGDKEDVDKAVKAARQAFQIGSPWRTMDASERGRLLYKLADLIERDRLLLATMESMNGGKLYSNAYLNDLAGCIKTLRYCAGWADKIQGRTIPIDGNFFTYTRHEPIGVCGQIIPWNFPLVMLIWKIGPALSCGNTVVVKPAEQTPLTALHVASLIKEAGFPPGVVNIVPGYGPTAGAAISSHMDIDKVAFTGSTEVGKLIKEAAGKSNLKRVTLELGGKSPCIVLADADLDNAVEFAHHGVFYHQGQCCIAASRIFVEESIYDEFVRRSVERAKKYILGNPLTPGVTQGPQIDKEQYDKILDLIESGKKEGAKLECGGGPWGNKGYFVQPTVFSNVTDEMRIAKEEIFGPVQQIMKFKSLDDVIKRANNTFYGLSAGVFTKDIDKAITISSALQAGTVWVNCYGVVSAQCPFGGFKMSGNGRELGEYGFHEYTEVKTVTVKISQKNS
TRb-SRC2 inh = TRbeta-SRC2 interaction inhibition. Potency, µM (titrated, usually from 106 µM), without a hit: top-dose activity change, negative = inhibition, most hits filed as inhibitors. actives 0.065% (n = 280,000). P10828. TRbeta-SRC2 peptide binding, fluorescence polarization; receptor liganded with 1 µM T3;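 also: plate controls were bound peptide for no effect and peptide without receptor for full effect; nearly all actives have a fitted effect of over 50% in size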
Target sequence (P10828 whole entry, looked up): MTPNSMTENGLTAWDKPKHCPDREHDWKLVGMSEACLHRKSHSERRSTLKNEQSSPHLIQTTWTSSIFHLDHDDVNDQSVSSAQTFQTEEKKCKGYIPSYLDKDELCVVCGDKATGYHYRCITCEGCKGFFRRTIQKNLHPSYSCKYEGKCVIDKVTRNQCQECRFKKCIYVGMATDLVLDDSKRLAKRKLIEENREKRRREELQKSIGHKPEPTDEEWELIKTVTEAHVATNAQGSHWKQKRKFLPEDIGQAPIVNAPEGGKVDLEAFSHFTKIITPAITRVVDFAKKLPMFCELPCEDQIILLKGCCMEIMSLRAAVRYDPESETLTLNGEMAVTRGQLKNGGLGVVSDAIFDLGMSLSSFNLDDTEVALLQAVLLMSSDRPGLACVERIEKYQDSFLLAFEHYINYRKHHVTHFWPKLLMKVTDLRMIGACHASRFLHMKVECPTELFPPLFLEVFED
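Compounds were added to 0.6 uM TRb ligand-binding domain and 20 nM Texas Red-labeled SRC2 peptide in Tris buffer containing 1 uM T3, incubated 5 hr at ambient temperature, then read by fluorescence polarization.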
Tau ThT inhib = blocks human tau fibril formation measured by thioflavin T | P10636 | recombinant tau K18 P301L (four-repeat tau fragment), heparin-induced fibrillization, ThT fluorescence | Potency, µM (series often up to 57.4 µM), without a hit: at the highest dose activity, negative = inhibition, usual class: inhibitors | actives 2.1% (n = 270,000); also: nearly all actives have a fitted effect of over 55% in size
Target sequence (P10636 561-689 P618L limits assumed): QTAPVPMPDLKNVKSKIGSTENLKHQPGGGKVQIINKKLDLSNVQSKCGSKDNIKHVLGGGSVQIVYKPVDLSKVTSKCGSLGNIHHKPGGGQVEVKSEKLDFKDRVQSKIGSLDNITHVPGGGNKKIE
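In this qHTS, human K18 P301L tau is incubated with compound and heparin for 6 hr at 37 C, and Thioflavin T fluorescence then reports fibril load.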
GLA spleen mod = inhibits or activates alpha-galactosidase in human spleen homogenate; human spleen homogenate, 4MU-alpha-Gal fluorescence, 40 min; Potency, µM (doses to about 80 µM), without a hit: at the highest dose activity change, negative = inhibition, usual class: inhibitors; actives 0.008% (n = 240,000); AID 2107;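 also: 0% = enzyme with vehicle and -100% = no enzyme basal signal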
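Spleen homogenate 1 ug + cpd (titration) + 4-MU-alpha-D-galactopyranoside 1 mM; 37C 40 min; 50 mM citrate/phosphate pH 5.0, 0.01% Tween-20; stop pH 10; fluorescence 365/440; AC50 via Hill.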
Tau fibril FP = tau fibrillization inhibition (FP). P10636. K18 P301L tau heparin fibrillization, Alexa594 FP, 6 h. Potency, µM (series often up to 57.7 µM), for inactives: top-dose activity, negative = inhibition, most hits filed as inhibitors. actives 0.39% (n = 280,000). AID 1468; also: nearly all actives have a fitted effect of over 55% in size
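Compound effects on tau fibrillization are measured by Alexa 594 fluorescence polarization (ex 555, em 632 nm). K18 P301L tau is used at 15 uM with 0.24 uM labeled tracer, and 20 uM heparin induces aggregation over 6 hr at 37 C.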
TR SRC2 fluor cs = Texas Red fluorescence interference in TRb-SRC2 counter-screen; TRb/SRC2 Texas Red total fluorescence interference; Potency, µM (highest dose often 106 µM), without a hit: top-dose fluorescence change, negative = quenching; actives 0.29% (n = 280,000); AID 1479; active = well fitted curve in either direction with a large enough effect; inconclusive = small, poorly fitted or top-dose-only effect
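Human TRb ligand-binding domain at 0.6 uM with 20 nM Texas Red SRC2 peptide in Tris buffer containing 1 uM T3 and 5% DMSO, incubated with compound 5 h at ambient temperature. Total fluorescence (555/632 nm) calculated as parallel + 2 × perpendicular.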
* = called active by the depositor; ? = inconclusive; / = not tested or not shown; [ ] = another dose, or the depositor's remark. Unless noted, calls follow the shape of the dose curve; as a rule, active = well fitted curve in the direction sought with a large enough effect; inconclusive = small, poorly fitted or top-dose-only effect, or another doubt; inactive = no such curve, though single readings can be large; an effect the other way counts as inactive or inconclusive. Unless noted, % is scaled to controls: 0 for no effect and ±100 for the full control effect; potency is read from the fitted curve at half-maximal effect.

SMILES | Tau fluor cs | L3MBTL1 block | ALDH1A1 block | TRb-SRC2 inh | Tau ThT inhib | GLA spleen mod | Tau fibril FP | TR SRC2 fluor cs
COc1ccccc1/C=N/NC(=O)CC(=O)NCc1ccccc1 | -3% | / | 5% | 7% | 6% | -1% | -3% | 4%
O=C(CSc1n[nH]c(-c2ccccc2Br)n1)NCCN1C(=O)CSC1=O | -15% | 14% | 9% | 0% | -10% | 1% | -14% | -5%
CC(=O)Oc1cccc(-c2nc3ccccc3c(=O)o2)c1 | -10% | 8% | ? | 9%[53 µM] | ? | -6% | 7% | -2%[53 µM]
O=S(=O)(Nc1cccc(CCc2ccccn2)c1)c1ccc(Cl)cc1 | ? | 8% | / | -7% | -8% | -9% | -4% | -2%
COc1ccccc1NCC(O)Cn1c2ccccc2c2ccccc21 (stereo unspecified) | 10µM*[quencher] | / | -12% | 5% | ? | 0% | ? | -6%
CCOC1CCc2c(C)nc(N)nc2S1 (stereo unspecified) | -22% | / | / | 10% | / | 0% | -5% | 2%
CC1(C)C=Cc2c(c3ccccc3[nH]c2=O)O1 | -3% | 3% | 1% | -18% | 0% | 4% | 0% | 1%
COC(=O)c1c(NC(=O)CCCC(=O)O)sc2c1CCCCC2 | -13% | -5% | ? | -7% | ? | -13% | -11% | 1%
O=C(CN(Cc1ccccc1)S(=O)(=O)c1ccc(S(=O)(=O)N2CCOCC2)cc1)Nc1ccccc1 | -10% | 0% | 6% | 1% | 5% | 3% | -5% | -1%
N#CC12C(N)=NC3(OCCO3)C1(C#N)C1=C(CCC1)NC2c1ccccc1 (stereo unspecified) | -12% | 8% | 2% | 4% | ? | 8% | -4% | 1%
Cc1cc(C)n(-c2ccc(C(=O)Nc3nc4ccccc4s3)cc2)n1 | -12% | 3% | ? | 2% | -6% | -1% | 0% | 1%
COCCCN=Cc1c(C)[nH]n(-c2ccc(Br)cc2Br)c1=O | -2% | / | ? | 4% | 0% | -1% | 0% | 1%
COc1ccc(OC)c(CNS(=O)(=O)c2ccc(-c3coc(C)n3)cc2)c1 | -20% | / | / | 4% | -12% | / | 2% | 1%
Cc1cccc(C(C)C)c1NC(=O)c1ccc2c(c1)CCCN2S(C)(=O)=O | -10% | / | / | -4% | -4% | / | -6% | -1%
COc1cccc(N(Cc2nnc3n2CCCCC3)C(=O)Nc2cccc(Cl)c2)c1 | 4% | / | / | 3% | 1% | / | 1% | -2%

Random excerpt: five compounds from above.
SMILES | Tau fluor cs | L3MBTL1 block | ALDH1A1 block | TRb-SRC2 inh | Tau ThT inhib | GLA spleen mod | Tau fibril FP | TR SRC2 fluor cs
O=C(CN(Cc1ccccc1)S(=O)(=O)c1ccc(S(=O)(=O)N2CCOCC2)cc1)Nc1ccccc1 | -10% | 0% | 6% | 1% | 5% | 3% | -5% | -1%
CC1(C)C=Cc2c(c3ccccc3[nH]c2=O)O1 | -3% | 3% | 1% | -18% | 0% | 4% | 0% | 1%
COc1cccc(N(Cc2nnc3n2CCCCC3)C(=O)Nc2cccc(Cl)c2)c1 | 4% | / | / | 3% | 1% | / | 1% | -2%
CCOC1CCc2c(C)nc(N)nc2S1 (stereo unspecified) | -22% | / | / | 10% | / | 0% | -5% | 2%
COc1ccccc1/C=N/NC(=O)CC(=O)NCc1ccccc1 | -3% | / | 5% | 7% | 6% | -1% | -3% | 4%

Additional records.
SMILES | Tau fluor cs | L3MBTL1 block | ALDH1A1 block | TRb-SRC2 inh | Tau ThT inhib | GLA spleen mod | Tau fibril FP | TR SRC2 fluor cs
O=C(CSc1ncn[nH]1)Nc1ccc(S(=O)(=O)Nc2ncccn2)cc1 | -7% | / | 6% | 1% | -2% | 8% | -7% | -3%
CCOC(=O)N1CCOCCOCCN(C(=O)OCC)CCOCC1 | -2% | 1% | 10% | 0% | -4% | 7% | -2% | 1%
N#C/C(=C\c1ccncc1)c1nc2ccccc2[nH]1 | -21% | -29% | -1% | -4% | ? | 3% | 13% | -3%
Cc1cccc(C(=O)NC(NC(=S)Nc2ccc(S(N)(=O)=O)cc2)C(Cl)(Cl)Cl)c1 (stereo unspecified) | 5% | -7% | -9% | 2% | 10% | 5% | 2% | -2%
CCN(CC)Cc1c(O)ccc2c1O/C(=C\C=C\c1ccccc1)C2=O | -10% | -4% | / | 4% | ? | -3% | 10% | -10%
O=C1/C(=C/c2ccncc2)SC(=S)N1Cc1ccccc1 | -24% | -26% | / | 4% | ? | -13% | -1% | 1%
COc1ccc(S(=O)(=O)n2nc(C)c(S(=O)(=O)N3CCCCCC3)c2C)cc1 | -7% | / | / | 3% | -5% | / | -2% | 2%
Cc1ccc(S(=O)(=O)N(CC(=O)N2CCc3ccccc3C2)c2ccc(Cl)c(Cl)c2)cc1 | -14% | -8% | -4% | 0% | -13% | -3% | -11% | 1%
O=c1nc2n(c3c4c(sc13)CCC4)CCC2 | -11% | / | 18µM* | 1% | -5% | 2% | 2% | -2%
COC(=O)c1cc(OC)c(OC)cc1NC(=S)N1CCN(c2ccccc2)CC1 | -25% | -2% | -3% | -4% | ? | 4% | 6% | -3%
O=C(CN1CCCc2ccccc21)N/N=C/c1c(O)ccc2ccccc12 | 14µM*[quencher] | -8% | -1% | -9% | ? | 8% | 15% | -5%
N#Cc1c2n(c(=S)n(-c3ccccc3)c1=O)CCCCC2 | 13% | 3% | 1% | -2% | 9% | -1% | 11% | 0%
CC1(C)C(=O)C2(CCCCC2)C(=O)OC1C(=O)c1ccccc1 (stereo unspecified) | -1% | 6% | -6% | -1% | 12% | -15% | -2% | 0%
Cc1nc(S(=O)(=O)N2CCN(c3ccc(Cl)cc3)CC2)cn1C | -2% | / | / | -3% | 2% | / | -10% | 0%
O=C(CCS(=O)(=O)c1cccc2nsnc12)N1CCN(c2ccccc2F)CC1 | -8% | / | ? | 5% | -10% | -5% | 3% | -8%
COCc1cc(Sc2ccc(Cl)cc2)nc(C)n1 | -3% | 12% | 7% | 4% | -2% | -10% | -5% | 1%
O=C(CN1CCN(c2ccccc2)CC1)Nc1c(C(=O)C2CC2)oc2ccccc12 | -17% | 11%[11.4 µM] | -3% | 1% | -10% | -6% | 9% | -1%
C=CCn1c(SC)nnc1C1COc2ccccc2O1 (stereo unspecified) | -8% | 11% | 5% | 0% | -6% | -5% | 7% | 0%
COc1cccc(N(C(=O)C2COc3ccccc3O2)C(C(=O)NC2CCCCC2)c2ccc(O)cc2)c1 (stereo unspecified) | -9% | 2% | 14% | 4% | -1% | -9% | 2% | -32%
Cc1ccc(CNC(=O)CCC(=O)N2CCSc3ccccc32)cc1 | -9% | / | / | -5% | -1% | / | -2% | 4%
CC(=O)N(C)c1ccc(NC(=O)Nc2ccc(C)cc2)cc1 | -13% | 4% | ? | -5% | -2% | -3% | -3% | 1%
COc1ccc(CNC(=O)c2cc(-n3cnnc3)ccc2Cl)cc1 | 5% | 11% | 4% | -8% | 6% | -4% | 7% | 0%
NS(=O)(=O)c1ccc(CCNC(=O)Cn2c(-c3cccs3)cc3ccccc32)cc1 | -17% | / | / | 1% | -5% | / | 3% | 8%
O=C(COC(=O)COc1ccc(Cl)cc1)NCc1cccs1 | -1% | 11% | 7% | -5% | -4% | -5% | 11% | -6%
Cc1cc(NCCc2ccccc2F)n2ncnc2n1 | 0% | 4% | ? | 9% | -2% | -1% | 3% | -2%
CCOC(=O)CN1CCC(c2ccccc2)CC1 | 0% | 4% | 4% | -1% | -4% | 1% | -4% | -2%
O=C1c2oc3ccccc3c(=O)c2C(c2cccnc2)N1Cc1ccco1 (stereo unspecified) | 0% | 4% | 14µM* | 0% | -5% | -8% | 0% | 0%
CN(C(=O)CO/N=C/c1ccc(OC(F)F)cc1)C1CCS(=O)(=O)C1 (stereo unspecified) | 5% | / | 8% | 1% | 5% | 3% | 6% | -3%
C=CCNC(=O)NC(=O)COC(=O)/C(C#N)=C/c1cc(C)n(CC(C)C)c1C | -11% | / | 14% | -1% | 0% | 9% | 0% | -3%
COc1cc(C(=O)N2CCN(c3ccc([N+](=O)[O-])cc3)CC2)ccc1OCc1c(C)noc1C | -19% | / | ? | 10% | ? | 0% | -2% | 0%
COc1ccc(C(C#N)c2ccc(Cl)nn2)cc1 (stereo unspecified) | -4% | 24% | ? | 1% | -8% | 3% | -4% | 0%
CC(=O)Oc1ccc(N(C(C)=O)S(=O)(=O)c2ccc(C)c([N+](=O)[O-])c2)cc1 | 3% | 2% | 5% | -15% | 2% | -1% | -3% | 1%
CCN(CC)CCNC(=O)CN1C(=O)c2cccnc2Oc2ccc(C)cc21 | 2% | / | / | 2% | 1% | / | -1% | -13%
CCN(C1CCCCC1)S(=O)(=O)c1ccc(OC)c(C)c1 | -5% | / | -8% | -1% | -11% | 2% | 6% | 2%
C=C1CCC2[C@](C)(CO)C(O)CC[C@]2(C)C1C/C=C1/C(=O)OCC1O (stereo partly specified) | -12% | / | 8% | -7% | -14% | 8% | -10% | -4%
CCN1C(=O)/C(=C/c2nc3ccccc3c(=O)[nH]2)c2ccccc21 | -4% | 8% | ? | -7% | ? | 6% | 2% | -1%
C=CCn1c(SCC(=O)Nc2cc(C)on2)nc2sc(CC)cc2c1=O | -4% | / | -6% | -4% | -9% | 10% | -1% | 1%
Cc1cc(F)c(F)c(C(=O)NC2CC2)c1Cl | 3% | -11% | 0% | -17% | 4% | 14% | 8% | 0%
CCS(=O)(=O)Nc1ccc(-c2nc3cccnc3s2)cc1 | -10% | 4% | ? | -4% | -11% | ? | -7% | 0%
CSc1ncnc2sc(C)c(C)c12 | 0% | -5% | ? | 3% | -5% | 4% | -4% | -2%
CC(C)C(=O)Nc1cccc(-c2nc3ccccc3o2)c1 | -12% | / | 2% | -3% | -6% | 1% | -11% | -5%
O=C1NC(c2ccccc2)=C(c2ccc3ccccc3n2)C(c2ccc(F)cc2)N1 (stereo unspecified) | -7% | 3% | -16% | 8% | -10% | -7% | -5% | -1%
Cc1cc(OCC(=O)Nc2cc(-c3nc4ccccc4[nH]3)ccc2C)ccc1Cl | ? | / | / | 7% | ? | / | ? | 3%
CC(C)Cn1c(-c2ccco2)n[nH]c1=S | -6% | / | ? | -20% | -10% | -17% | -1% | -1%
